Screens from PubChem BioAssay.
Vif inh: HIV Vif self-association inhibitors, primary screen, imaging, HEK293T, single point. HEK293T cells, Vif self-association by quenched fluorescence, 24 h. inhibition, % at 7.49 µM. 0.35% of 340,000 active; in the data active = inhibition above about 50%, passing the limit was not always enough; note: some results filed as inactive read as strong as hits
Exocytosis inh: LAMP-1 surface exposure blockers, TALL-104 cells – cell-based, flow cytometry, MLPCN library, primary screen; TALL-104 LAMP-1 surface exposure; cells stimulated with thapsigargin and PMA; 0.66% of 360,000 active; inhibition, % at 10 µM;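 active = inhibition above about 55%, limit read from the data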
NOD2 RIPK2 PPI: NOD2-RIPK2 binding disruptors in cells, primary screen, fluorescence, CHO cells, BLA complementation | Receptor-interacting serine/threonine-protein kinase 2 (Homo sapiens), O43353 | CCF4 ratio | inhibition, % at 4.98 µM | 0.38% of 360,000 active | AID 624267, 2012; in the data active = inhibition above about 21%;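 note: 0% = vehicle only and 100% = reference blocker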
Target sequence (O43353 whole entry, looked up): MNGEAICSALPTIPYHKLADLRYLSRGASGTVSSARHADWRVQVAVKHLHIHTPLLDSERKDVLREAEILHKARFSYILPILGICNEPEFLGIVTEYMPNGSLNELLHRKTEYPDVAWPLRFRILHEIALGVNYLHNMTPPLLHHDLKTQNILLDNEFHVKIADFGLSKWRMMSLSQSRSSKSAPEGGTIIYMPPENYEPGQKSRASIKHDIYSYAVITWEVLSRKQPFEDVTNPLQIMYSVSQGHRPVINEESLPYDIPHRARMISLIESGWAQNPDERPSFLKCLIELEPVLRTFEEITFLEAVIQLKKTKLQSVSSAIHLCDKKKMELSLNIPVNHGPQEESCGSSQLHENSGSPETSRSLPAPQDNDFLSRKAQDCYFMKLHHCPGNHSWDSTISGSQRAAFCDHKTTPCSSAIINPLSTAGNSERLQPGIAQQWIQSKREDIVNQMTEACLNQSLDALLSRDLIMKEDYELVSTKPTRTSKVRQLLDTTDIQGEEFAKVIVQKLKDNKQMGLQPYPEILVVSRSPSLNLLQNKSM
ABHD5-PLIN5 inh: ABHD5-PLIN5 interaction inhibitors, primary screen, cell lysate, split luciferase complementation, luminescence; Perilipin-5 (Homo sapiens) + 1-acylglycerol-3-phosphate O-acyltransferase ABHD5 (Homo …; Split G. princeps luciferase complementation, 4 h; inhibition, % at 4 µM; 0.78% of 360,000 active; AID 602281, 2012;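 active = inhibition above the mean inhibition across every tested compound plus 3 SD, cut at about 22% in these data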;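 note: 0% = DMSO only wells and the 100% control is not disclosed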
aDG glyco up: activators of alpha-DG glycosylation, primary screen, uHTS, Pro5-aDG cells, AlphaScreen; alpha-DG glycosylation AlphaScreen (IIH6); 0% Pro5, 100% B10-LARGE cell signal; activation, % at 10 µM; 0.22% of 360,000 active; AID 624168, 2012;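 active = activation of at least 8% versus controls, or a plate z-score of at least 8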;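 note: Pro5 are CHO cells carrying HIG-tagged alpha-DG that lacks glycosylation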
ABCB6 inh 2: ABCB6 transporter inhibitors, primary screen, K562-ABCB6 cells, flow cytometry, MLPCN library; ATP-binding cassette sub-family B member 6 (Homo sapiens), Q9NP58; K562-ABCB6 porphyrin accumulation, 1 h; hits give low values; fluorescence ratio to DMSO, % at 10 µM; 0.19% of 360,000 active; AID 602162, 2011;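 active = fluorescence ratio to DMSO below 75%, the collection mean minus 3 SD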;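 note: signal is porphyrin accumulated inside mitochondria; 100% equals median channel fluorescence of DMSO control wells; lower ratio means ABCB6 inhibition with less porphyrin fluorescence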
MC4R ag barr: MC4R agonists recruiting beta-arrestin, primary screen, cell-based, luminescence, agonist arm of biased-ligand search; Melanocortin receptor 4 (Homo sapiens), P32245; U2OS MC4R beta-arrestin complementation; percent of melanotan II response, DMSO zero; 0.98% of 360,000 active; AID 540308, 2011; activation, % at 8.9 µM;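 active = activation above a per-plate cutoff, the mean activation of sample wells on that plate plus 3 SD, cut at about 8% in these data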
Target sequence (P32245 whole entry, looked up): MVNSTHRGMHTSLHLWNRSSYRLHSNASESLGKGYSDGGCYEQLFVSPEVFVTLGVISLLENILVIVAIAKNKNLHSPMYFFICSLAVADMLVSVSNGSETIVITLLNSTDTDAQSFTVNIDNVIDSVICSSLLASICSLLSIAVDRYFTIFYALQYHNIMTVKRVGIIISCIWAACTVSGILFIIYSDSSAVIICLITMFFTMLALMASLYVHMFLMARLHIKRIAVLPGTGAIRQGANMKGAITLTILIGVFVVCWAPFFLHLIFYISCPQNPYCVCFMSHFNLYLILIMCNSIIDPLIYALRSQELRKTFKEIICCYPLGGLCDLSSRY
TLR9-MyD88 block: inhibitors of TLR9-MyD88 association in cells, primary screen, cell-based, CHO, BLA complementation, fluorescence; Toll-like receptor 9 (Homo sapiens) + Myeloid differentiation primary response protein …; CCF4 FRET ratio; inhibition, % at 4.98 µM; 0.21% of 340,000 active; AID 504734, 2011;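 active = inhibition above the mean over all tested compounds plus 3 SD, cut at about 21% in these data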;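 note: 0% = DMSO only wells and 100% = clavulanate BLA inhibitor control wells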
Glyco luc inh: increase of ERlucT glycosylation luciferase signal, primary screen, N-linked glycosylation inhibitor project, D54 ERlucT cells, luminescence, set 2; D54 ERlucT glycosylation luciferase reporter, 24 h; percent of 100 nM tunicamycin response; reporter increase, % at 12.5 µM; 0.23% of 360,000 active;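 active = mean luciferase reporter signal, scaled so untreated is 0 and the glycosylation-blocking control 100, at or above a set limit in every replicate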;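 note: luciferase carries N-glycosylation sites so blocking glycosylation raises the light; 0% = median of neutral control wells and 100% = median of 100 nM tunicamycin wells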
MC4R antag cAMP: MC4R antagonists of cAMP signaling, primary screen, cell-based, TR-FRET, antagonist arm of biased-ligand search. Melanocortin receptor 4 (Homo sapiens), P32245. 0.48% of 360,000 active. inhibition, % at 6.5 µM. AID 540295, 2011. MC4R-expressing cells, MTII-stimulated cAMP, LANCE TR-FRET;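 active = inhibition above its plate's cutoff, the mean of tested wells on that plate plus 3 SD, cut at about 29% in these data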;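 note: 0% = Melanotan II alone and 100% = Melanotan II plus saturating MCL0020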
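Assay system: U2OS cells stably expressing human melanocortin 4 receptor (MC4R) / Dosing: 6.5 µM / Timing: compound 30 min, challenge 1 h, detection 1 h / Measured by: Eu-cAMP/anti-cAMP TR-FRET, emission 671 nm / Replicates: singlicate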
Active calls of the source: *; · = not tested or not shown. An excerpt; the hit share may differ from the screen's.

SMILES	Vif inh	Exocytosis inh	NOD2 RIPK2 PPI	ABHD5-PLIN5 inh	aDG glyco up	ABCB6 inh 2	MC4R ag barr	TLR9-MyD88 block	Glyco luc inh	MC4R antag cAMP
Cc1ccc(S(=O)(=O)NCCC(=O)NCc2cccnc2)cc1	-4	-7	-5	-2	-0.3	99	-1.8	-1	0	7
O=C(Oc1ccc2ccc(=O)oc2c1)c1ccc([N+](=O)[O-])cc1	-2	13	7	9	0.0	108	-1.5	-2	0	1
Cc1[nH]nc2c1C(C(C)C)C(C#N)=C(N)O2 (configuration not stated)	·	-1	3	3	0.1	100	0.9	-6	-2	0
O=C(NCCCCc1ccccc1)c1ccccc1Cl	-3	-4	-5	4	0.7	90	-1.5	6	-3	8
CCOc1ccc(CNC(=O)c2ccco2)cc1	0	-6	14	-7	-0.1	97	-1.1	1	0	-3
Cc1ccc2nc(-c3ccncc3)cc(C(=O)Nc3ccc(F)cc3C)c2c1	-5	3	2	-4	-0.1	100	1.1	16	-2	-2
COc1ccc(NC(=O)c2nc3nccc(C)n3n2)cn1	8	1	-2	0	0.2	98	-0.8	-11	0	-6
Cc1cc(C)nc(NS(=O)(=O)c2ccc(NC(=O)c3snnc3C)cc2)n1	-7	-3	5	-15	0.1	96	-3.0	-3	-1	4
CN(CCCNC(=O)CN1C(=O)CC(C)(C)S(=O)(=O)c2ccccc21)C1CCCCC1	6	-2	-9	9	-0.1	93	-1.0	-7	1	-2
O=c1c(S(=O)(=O)c2ccc(Cl)cc2)cn(Cc2ccccc2)c2ccc(F)cc12	-1	-1	2	-1	-0.3	98	-2.9	3	-1	15
O=C(c1cccs1)N1CCC(c2ccccc2)C1 (configuration not stated)	3	0	-2	-4	-0.1	94	-1.6	-3	-1	4
COc1ccc(S(=O)(=O)N2CC(=O)Nc3ccccc32)cc1C	-12	2	6	-7	0.1	95	-1.4	-4	1	2

Continued (3 carried over from the part before).
SMILES	Vif inh	Exocytosis inh	NOD2 RIPK2 PPI	ABHD5-PLIN5 inh	aDG glyco up	ABCB6 inh 2	MC4R ag barr	TLR9-MyD88 block	Glyco luc inh	MC4R antag cAMP
O=c1c(S(=O)(=O)c2ccc(Cl)cc2)cn(Cc2ccccc2)c2ccc(F)cc12	-1	-1	2	-1	-0.3	98	-2.9	3	-1	15
O=C(c1cccs1)N1CCC(c2ccccc2)C1 (configuration not stated)	3	0	-2	-4	-0.1	94	-1.6	-3	-1	4
COc1ccc(S(=O)(=O)N2CC(=O)Nc3ccccc32)cc1C	-12	2	6	-7	0.1	95	-1.4	-4	1	2
COc1ccc(CN(C)C(=O)Cc2ccc(S(=O)(=O)N3CCOCC3)s2)cc1OC	44	-4	-1	0	-0.2	92	-0.8	2	1	3
O=C(NCCOc1cccnc1)c1ccc(OC2CCN(Cc3ccccn3)CC2)cc1	8	5	2	-1	-0.2	95	-1.4	1	-1	16
O=C(Nc1cccc(-c2csc(Nc3ccc(Cl)cc3)n2)c1)c1cccc(C(F)(F)F)c1	4	16	6	-10	1.9	95	-2.1	-12	2	25
CN(C)S(=O)(=O)c1ccc(C(=O)Nc2cc3c(cc2C(=O)O)OCCCO3)cc1	-12	7	-5	6	-0.2	91	-1.4	4	0	-2
O=C1CCCCC1(O)Cc1ccc2c(c1)OCO2 (configuration not stated)	-2	-3	1	4	0.0	99	-1.4	-7	1	-2
Cc1ccc(/C=C\c2nccc3c2[nH]c2ccccc23)cc1	-2	75*	-36	-6	0.6	99	6.0	-48	-1	9
c1cncc(-c2nnc(-c3cccs3)o2)c1	13	-3	-12	5	0.0	100	-2.4	-5	1	1
Cc1ccc(Nc2nc(N3CCOCC3)c3ccccc3n2)cc1	3	0	7	-4	0.9	103	-2.5	0	-3	-1
Cc1csc(=O)n1CCC(=O)OCC(=O)NNC(=O)c1ccc(Br)cc1	15	1	-11	-3	-0.1	100	0.1	-6	1	-2
CC1CCN(c2nnc(N3CCC(C)CC3)c3ccccc23)CC1	-4	4	-10	-3	0.0	98	-0.9	3	1	-2
O=C(CN1C(=O)C2C3C=CC(C3)C2C1=O)N1CC=C(c2ccccc2)CC1 (configuration not stated)	5	-5	-1	5	-0.2	97	-0.2	-18	-1	10
O=C(COc1ncnc2sccc12)Nc1cccc(S(=O)(=O)N2CCOCC2)c1	14	0	-1	3	-0.1	97	-3.9	1	1	5

Ordered by length of the SMILES (descending): three of the compounds above
SMILES	Vif inh	Exocytosis inh	NOD2 RIPK2 PPI	ABHD5-PLIN5 inh	aDG glyco up	ABCB6 inh 2	MC4R ag barr	TLR9-MyD88 block	Glyco luc inh	MC4R antag cAMP
COc1ccc(CN(C)C(=O)Cc2ccc(S(=O)(=O)N3CCOCC3)s2)cc1OC	44	-4	-1	0	-0.2	92	-0.8	2	1	3
O=C(NCCOc1cccnc1)c1ccc(OC2CCN(Cc3ccccn3)CC2)cc1	8	5	2	-1	-0.2	95	-1.4	1	-1	16
Cc1ccc(/C=C\c2nccc3c2[nH]c2ccccc23)cc1	-2	75*	-36	-6	0.6	99	6.0	-48	-1	9

Three entries picked at random from those above, as already listed:
SMILES	Vif inh	Exocytosis inh	NOD2 RIPK2 PPI	ABHD5-PLIN5 inh	aDG glyco up	ABCB6 inh 2	MC4R ag barr	TLR9-MyD88 block	Glyco luc inh	MC4R antag cAMP
O=C(COc1ncnc2sccc12)Nc1cccc(S(=O)(=O)N2CCOCC2)c1	14	0	-1	3	-0.1	97	-3.9	1	1	5
Cc1ccc(/C=C\c2nccc3c2[nH]c2ccccc23)cc1	-2	75*	-36	-6	0.6	99	6.0	-48	-1	9
O=C(NCCOc1cccnc1)c1ccc(OC2CCN(Cc3ccccn3)CC2)cc1	8	5	2	-1	-0.2	95	-1.4	1	-1	16

Carrying on:
SMILES	Vif inh	Exocytosis inh	NOD2 RIPK2 PPI	ABHD5-PLIN5 inh	aDG glyco up	ABCB6 inh 2	MC4R ag barr	TLR9-MyD88 block	Glyco luc inh	MC4R antag cAMP
O=S(=O)(c1ccccc1)c1nc(-c2cccs2)oc1NCc1cccnc1	13	-1	-1	-2	-0.3	100	0.3	3	0	11
O=C(Cc1ccc([N+](=O)[O-])cc1)N1N=C(c2ccncc2)CC1(O)C(F)(F)F (configuration not stated)	-4	-6	5	-2	1.3	94	-2.8	0	-1	2
CC(C)CNC(=O)C1(C)CCCN1C(=O)c1csnn1 (configuration not stated)	4	6	-10	-1	0.1	101	-0.3	·	1	7
O=C(NC(=S)NC1CCCCC1)c1ccc(Cl)cc1	-5	0	-13	-16	0.1	98	-0.1	-9	1	7
O=C(c1ccc(S(=O)(=O)N2CCOCC2)cc1)N1CCOCC1	22	-4	5	1	0.1	99	-1.4	3	-1	-1
COc1cc(C)ccc1OCCOCCOc1ccccc1Br	·	-4	-1	-4	0.1	102	0.0	-5	0	12
CCC(C)c1c(NS(=O)(=O)c2ccc(C)cc2)o[nH]c1=O (configuration not stated)	12	46	-7	8	0.0	97	-1.7	-2	2	2
CCc1ccc(N2CC(C(=O)Nc3ccccc3N3CCCC3)CC2=O)cc1 (configuration not stated)	·	0	8	-7	0.1	92	-0.8	-10	18	5
Cc1cccc(NC(=O)CSc2nc(C3CC3)nc3ccccc23)c1	-1	4	7	5	0.3	96	1.7	-1	4	9
O=C(CC(C(=O)O)c1ccc(Cl)cc1)c1ccc(Br)cc1 (configuration not stated)	0	-13	-9	-6	0.0	105	1.8	5	2	20
O=C(C[n+]1cccc(/C=N/O)c1)N1CCCc2ccccc21	29	0	-8	-4	-0.1	102	-0.5	1	2	8
CC(OC(=O)C1=COCCO1)C(=O)Nc1ccccc1C#N (configuration not stated)	-10	-3	-2	3	0.1	101	-1.8	6	1	7
CCCCOc1ccc(/C=N/Nc2cc(N3CCOCC3)nc(C)n2)cc1	-1	6	1	-4	0.2	96	-0.6	4	3	2
Cn1c2ccccc2c2nnc(SCC(=O)Nc3ccccc3F)nc21	-12	9	-7	-3	-0.1	93	0.4	1	0	15
COc1cccc(OC)c1OCCN1CCC(C(=O)NC(c2ccccc2)c2ncccc2C)CC1 (configuration not stated)	·	0	-17	12	-0.2	98	-2.3	·	0	0
Cc1cccc(C)c1NC(=S)N(Cc1ccccc1)Cc1cccs1	0	0	-3	-2	0.9	100	-0.3	-8	-1	10
COc1ccc(NS(=O)(=O)c2ccc(O)c(C(=O)OCC(=O)Nc3ccc4c(c3)OCCO4)c2)cc1	7	0	3	5	-0.2	94	0.6	10	1	2
CCCS(=O)(=O)N1CCC(Cc2ccc(OC)cc2)(C(=O)OCC)CC1	·	0	2	-2	0.5	98	-2.2	-2	-2	3
O=C(CNS(=O)(=O)/C=C/c1ccccc1)OC1CCOC1=O (configuration not stated)	-8	-1	-10	-3	0.1	100	-1.6	-5	1	13
COc1ccccc1N1CC(C(=O)NCCN2C(=O)S/C(=C\c3cccnc3)C2=O)CC1=O (configuration not stated)	8	-3	-2	-7	-0.1	96	-1.4	0	-3	5
Cc1ccc(C)c(S(=O)(=O)N/N=C/c2ccc(C(=O)O)cc2)c1	1	-1	-5	-2	0.1	96	-2.1	-5	2	-3
COC(=O)Cn1c(=O)c2c(nc3n2CC(C)CN3CCc2ccccc2)n(C)c1=O (configuration not stated)	-2	-2	4	-4	0.0	105	2.6	-1	1	28
CCCCNC(=O)c1ccccc1SCc1c(C)noc1C	-3	2	-18	2	0.1	85	-0.1	3	6	-6
COc1cccc(CNc2ncc(Br)cc2Br)c1O	4	-1	-2	-9	0.0	104	-0.1	3	-1	-1
Cc1nc2ccc(NC(=O)Cc3ccsc3)cc2s1	2	0	-8	3	-0.1	98	-1.0	-6	1	0
CCO/N=C(\C)c1c(O)c(CC)c(-c2ccccc2)n(-c2ccccc2)c1=O	42	-2	6	-4	-0.1	106	1.2	-6	0	-2
Cc1c(C(=O)N2CCC2(C)C(=O)O)oc2ccccc12 (configuration not stated)	5	-2	-13	0	0.0	105	0.5	·	1	3
CCc1ccc(-c2nnn(Cc3nc4ccccc4s3)n2)cc1	7	-1	-6	-5	-0.1	98	-1.1	3	-1	2
COc1ccc(CNC(=O)c2ccc(N3CCOCC3)c([N+](=O)[O-])c2)cc1	32	-2	1	6	-0.3	99	1.0	0	0	16
